# inhibitors of VEEV = inhibitors of VEEV TC-83 cytopathic effect, confirmation, Vero cells (AID 588727); Vero cells, VEEV TC-83 cytopathic effect inhibition; higher % means a stronger effect; actives 0.13% (n = 350,000); one-dose inhibition, % at 20 µM; IC50 in µM for titrated hits; in the data active = a potency from the dose series; inconclusive = inhibition mostly from about 14% at the one dose, without a potency; inactive = the rest, 99 in 100 with inhibition below about 12%; also: strong numbers were not always called active
# tuberculosis growth = growth inhibition of non-replicating M. tuberculosis (AID 488890) | Mycobacterium tuberculosis non-replicating, growth inhibition; higher % means a stronger effect | actives 0.39% (n = 320,000) | inhibition, % at 25 µM; hits with a dose series show IC50 in µM; in the data active = a potency from the dose series; inconclusive = inhibition mostly from about 82% at the one dose, without a potency; inactive = the rest, 99 in 100 with inhibition below about 76%;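 also: plate controls were DMSO cells for no effect and high antibiotic wells for full effect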
# influenza NS1A = H1N1 influenza NS1A inhibitors, functional cell based assay (AID 504329); one-dose inhibition, % at 12.5 µM; IC50 in µM for titrated hits; NS1A functional cell-based assay, percent inhibition; higher % means a stronger effect; actives 0.3% (n = 340,000); in the data active = a potency from the dose series; inconclusive = inhibition above about 27% without an active follow-up result; also: strong numbers were not always called active
# PhoP GFP inhibition = PhoP regulon inhibitors, Salmonella typhi PhoP promoter GFP reporter, confirmatory (AID 1850); Salmonella Typhi PhoP-promoter GFP reporter, fluorescence, 4 h; higher % means a stronger effect; inhibition, % at 50 µM, or IC50 in µM where a hit was titrated; actives 0.33% (n = 310,000); in the data active = a potency from the dose series; inconclusive = inhibition mostly from about 25% at the one dose, without a potency; inactive = the rest, 99 in 100 with inhibition below about 19%;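 also: 0% = induced wells with vehicle and 100% = uninduced wells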
# H37Rv inhibition = M. tuberculosis growth inhibition, HTS (AID 449762) | actives 0.59% (n = 330,000) | inhibition, % at 25 µM, or IC50 in µM where a hit was titrated | M. tuberculosis H37Rv growth inhibition, 7H9 media; higher % means a stronger effect; in the data active = a potency from the dose series; inconclusive = inhibition above about 70% without an active follow-up result;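 also: bacterial growth assessed after seven days of incubation; strong numbers were not always called active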
# inhibitors of VEEV 10K pilot screen = further read-out of inhibitors of VEEV, marked with its call; inhibition, %; measured here: 10K pilot screen inhibition
# An asterisk follows results filed as active; i = inactive; ? = inconclusive; . = not tested or not shown; & = joins results of further samples.
SMILES,inhibitors of VEEV,tuberculosis growth,influenza NS1A,PhoP GFP inhibition,H37Rv inhibition,others
CN(C)CCCN(Cc1cc2cc3c(cc2[nH]c1=O)OCO3)C(=S)Nc1cccc(Cl)c1,11%,31%,4%,16%,9%,
CC(=O)c1ccc(N2CCN(C(=S)Nc3ccc(Oc4ccccc4)cc3)CC2)cc1,1.5%,70%,2%,11%,45%,
O=C(COc1ccccc1)Nc1nc2cc3c(cc2s1)OCO3,1.0%,52%,-10%,4%,0%,
O=C(C(c1ccccc1)c1ccccc1)N1CCC(c2nc(-c3ccccc3Cl)no2)CC1,5.5%,7%,-86%,-6%,-4%,
Cc1ccc(C)c(CN2CCC(CNC(=O)CCc3nnc4ccc(N5CCC(C)CC5)nn34)CC2)c1,i,41%,11%,-7%,-1%,
CCC(=O)N1CCc2cc(S(=O)(=O)N3CCN(C(=O)c4ccco4)CC3)ccc21,4.5%,-8%,9%,10%,-4%,
COC(=O)c1cccc(C23CC4(C2)[C@H](CN(Cc2ccc(-c5ccccc5)cc2)[C@@H]4c2ccccc2)C3c2ccccc2)c1 (stereo not given in full),2.1%,28%,3%,-3%,2%,
CC(C)=C(NC(=O)c1ccccc1)C(=O)NCc1ccccc1,i,-1%,-6%,-5%,0%,
COc1ccccc1CC(=O)O/N=C(\N)Cc1cccc2ccccc12,0.6%,13%,0%,-3%,-7%,inhibitors of VEEV 10K pilot screen=5.0
CC(NC(=O)Nc1ccccn1)N1C(=O)C2C3C=CC(C3)C2C1=O (stereo not given),0.5%,-2%,4%,1%,-9%,inhibitors of VEEV 10K pilot screen=0.3
COc1cccc(CN2CCC(C(=O)N3CCN(Cc4ccc5c(c4)OCO5)CC3)CC2)c1OC,0.7%,5%,-11%,-7%,0%,
O=C(COC(=O)C1(c2ccccc2F)CCCC1)NC1CCS(=O)(=O)C1 (stereo not given),i,4%,-3%,-2%,-1%,inhibitors of VEEV 10K pilot screen=2.4
O=C(c1ccccc1)c1cccn1CC(=O)N1CCc2ccccc2C1,4.2%,29%,-10%,-19%,-5%,
COc1ccc(/C=N/NC(=O)CC(=O)NC2CCCCC2)cc1,0.6%,-6%,-3%,6%,-5%,
COc1ccc(NS(=O)(=O)c2ccc(S(=O)(=O)N3CCOCC3)cc2)cc1,1.9%,-3%,-8%,3%,3%,
Cc1cccc(-c2nc(N)nc(N)n2)c1,0.6%,-12%,2%,3%,-9%,
CCCC(=O)N1CCN(c2nc3ccc(CC)cc3s2)CC1,3.8%,46%,-6%,-20%,6%,
CCN1C(=NCc2ccccc2)N[C@@H](c2ccccc2)[C@H](C(=O)OC)[C@H]1C,0.0%,23%,0%,6%,-2%,
COC1=C(OC)c2ccccc2C(C(=O)O)N/C1=C(/C)Nc1ccncc1 (stereo not given),0.7%,-3%,5%,-4%,-4%,
O=C(NCc1ccccn1)C1CC(c2ccc(Cl)c(Cl)c2)=NO1 (stereo not given),1.6%,-4%,-1%,14%,-1%,
O=C1NC(=Nc2ccc3ccccc3c2)S/C1=C/c1ccco1,2.1%,41%,7%,-14%,?,
O=C1/C(=C\c2ccc([N+](=O)[O-])cc2)CCc2ccccc21,0.7%,66%,28%,-4%,2%,
O=C(Nc1ccc([N+](=O)[O-])cc1)Nc1cnccn1,0.3%,38%,-3%,-14%,1%,
CC(=O)c1c(C)[nH]c(C(=O)CSc2nnc(C3CCCCC3)n2N)c1C,11%,15%,1%,-4%,-2%,
Cc1cccn2c(=O)c3cc(C#N)c(=NC(=O)c4ccncc4)n(CCCOC(C)C)c3nc12,4.4%,76%,1%,-11%,6%,

# The closing 5 records of the part above come first, to join the parts:
SMILES,inhibitors of VEEV,tuberculosis growth,influenza NS1A,PhoP GFP inhibition,H37Rv inhibition,others
O=C1NC(=Nc2ccc3ccccc3c2)S/C1=C/c1ccco1,2.1%,41%,7%,-14%,?,
O=C1/C(=C\c2ccc([N+](=O)[O-])cc2)CCc2ccccc21,0.7%,66%,28%,-4%,2%,
O=C(Nc1ccc([N+](=O)[O-])cc1)Nc1cnccn1,0.3%,38%,-3%,-14%,1%,
CC(=O)c1c(C)[nH]c(C(=O)CSc2nnc(C3CCCCC3)n2N)c1C,11%,15%,1%,-4%,-2%,
Cc1cccn2c(=O)c3cc(C#N)c(=NC(=O)c4ccncc4)n(CCCOC(C)C)c3nc12,4.4%,76%,1%,-11%,6%,
Cc1nc2ccc(NS(=O)(=O)c3ccc4c(c3)OCCO4)cc2s1,i,15%,3%,-6%,-6%,inhibitors of VEEV 10K pilot screen=0.0
CCOc1ccc(CC(=O)OCc2cc(=O)n3cc(Br)ccc3n2)cc1,1.1%,.,-4%,9%,-4%,
O=C(Nc1ccc(Cl)c(Cl)c1)OCCNC(=O)c1ccncc1,i,15%,4%,6%,2%,
COC(=O)c1ccccc1NC(=O)c1cccc(COc2ccccc2Cl)c1,7.5%,-7%,-2%,7%,7%,
COCCNC(=O)Cn1cc(C(=S)N2CCCCC2)c2ccccc21,0.2%,-18%,-5%,-5%,-6%,
COC(=O)c1scc(C)c1NS(=O)(=O)c1ccc(NC(C)=O)cc1,0.8%,-4%,0%,2%,5%,
O=C(c1ccccc1)N1CCN=C1SCc1ccc([N+](=O)[O-])cc1,4.8%,27%,-10%,3%,1%,
CCC(C)NC(=O)CCSc1ccc(C)cc1 (stereo not given),0.4%,40%,0%,-3%,7%,
COc1ccc(CCN2C(=O)NC(NS(=O)(=O)c3ccc(Cl)cc3)(C(F)(F)F)C2=O)cc1OC (stereo not given),1.4%,3%,-8%,-9%,0%,
C=C(C)C1CC=C(C)/C(=N/NC(=O)c2ccc(NC(=O)CCC)cc2)C1 (stereo not given),1.5%,23%,23%,-4%,-2%,
O=C(Nc1cccc(-c2ccc(N3CCCCC3)nn2)c1)c1ccco1,4.7%,23%,-1%,6%,?,
CC(C)CCC(CCNCc1ccccn1)c1ccc2c(c1)OCO2 (stereo not given),i,72%,13%,22%,-3%,
CC(C)CN1C2CCCC1CC(NC(=S)NCc1ccco1)C2 (stereo not given),i,4%,-6%,-20%,-5%,
CCCc1nnc(NC(=O)CCC(=O)NCc2ccccc2OC)s1,1.6%,10%,3%,-2%,2%,
C=CCn1c(P(C)(=O)O)nc2ccccc21,1.8%,8%&5%,4%&-10%,0%&7%,14%&10%,
COC(=O)c1ccc(N2C(=O)CC(N3CCC(n4c(=O)[nH]c5ccccc54)CC3)C2=O)cc1 (stereo not given),i,-1%,-18%,-5%,-4%,
O=S(=O)(Nc1nc2ccccc2nc1Nc1ccc2c(c1)OCO2)c1ccccc1,0.3%,-2%,-5%,-7%,2%,
O=C(NCCN1CCN(C(=O)c2ccccc2Cl)CC1)C(=O)NCc1ccccc1,1.9%,-4%,-6%,8%,-3%,
Cc1c(NC(=O)CCC2CCCCC2)cc(C(=O)N2CCOCC2)cc1[N+](=O)[O-],3.2%,14%,-7%,4%,3%,
COC(=O)CCc1c(COC(C)=O)[nH]c(C(=O)OCc2ccccc2)c1C,i,38%,4%,-15%,11%,
CC[n+]1c(/C=C/c2ccc(OC(C)=O)c(OC)c2)ccc2ccccc21,0.1%,42%,19%,8%,14%,
Cc1ccc2nc(NCCO)nc(-c3ccccc3)c2c1,1.8%,16%,2%,6%,-5%,
[N-]=[N+]=NC[C@H](Cc1ccccc1)N1CC[C@@H](O)CCC1=O,0.0%,-9%,-11%,-5%,0%,
Nc1nnnn1CC(=O)OCc1cccc(Br)c1,i,-13%,1%,-8%,-5%,
COc1ccc(C(=O)CSc2nnc(-c3ccoc3C)n2CC2CCCO2)cc1 (stereo not given),3.4%,3%,-2%,0%,-4%,inhibitors of VEEV 10K pilot screen=0.1

# Three structures out of the list, ordered by length of the SMILES, low to high.
SMILES,inhibitors of VEEV,tuberculosis growth,influenza NS1A,PhoP GFP inhibition,H37Rv inhibition,others
CCCc1nnc(NC(=O)CCC(=O)NCc2ccccc2OC)s1,1.6%,10%,3%,-2%,2%,
[N-]=[N+]=NC[C@H](Cc1ccccc1)N1CC[C@@H](O)CCC1=O,0.0%,-9%,-11%,-5%,0%,
C=C(C)C1CC=C(C)/C(=N/NC(=O)c2ccc(NC(=O)CCC)cc2)C1 (stereo not given),1.5%,23%,23%,-4%,-2%,

# (list continues)
SMILES,inhibitors of VEEV,tuberculosis growth,influenza NS1A,PhoP GFP inhibition,H37Rv inhibition,others
O=C1NCC(Nc2ccc(Cl)cc2)C(=O)N1 (stereo not given),0.8%,.,0%,.,.,
Cn1c(O)c(C=NC2CCCCCC2)c(=O)[nH]c1=S,1.6%,51%,9%,-8%,-3%,
Cc1cccc(-c2nc(CS(=O)CC(=O)NCCc3ccccc3)c(C)o2)c1 (stereo not given),0.9%,7%,0%,5%,4%,
O=C(CCC1CCCN(C(=O)c2ccc3c(c2)OCO3)C1)NCc1ccc(F)c(F)c1 (stereo not given),i,22%,1%,-3%,2%,
Cc1c(/C=N\NC(=O)c2ccc(F)cc2)cnn1C,2.6%,-18%,12%,-1%,-1%,
COc1ccc(C/C(N)=N/OC(=O)Cc2ccccc2)cc1,7.2%,45%,-4%,0%,1%,
CCCCCN(C(=O)CCC(=O)OCC(=O)N(CC)C1CCCCC1)c1c(N)n(CCCC)c(=O)[nH]c1=O,5.5%,7%,1%,-6%,-5%,
CCn1c(O)c(N=N)c2ccccc21,1.0%,4%,-3%,-19%,4%,
CC(=O)Nc1ccc(S(=O)(=O)N(C)CC(=O)OCC(=O)c2cc(C)n(-c3ccc4c(c3)OCO4)c2C)cc1,1.4%,16%,5%,2%,3%,
CCc1nn(CC(=O)NCCCN2CCCC2=O)c(=O)c2cc3sccc3n12,0.2%,-9%,4%,4%,-12%,
O=S(Cc1ccc(Br)cc1)Cc1nnc(SCc2ccc(Br)cc2)n1-c1ccccc1 (stereo not given),0.9%,31%,4%,-10%,57%,
CCn1cc(CNC(=O)c2cccc([N+](=O)[O-])c2)c(C)n1,1.1%,-15%,-3%,-14%,2%,
Cc1nc2ccccc2c(=O)n1-c1cccc(O)c1,1.8%,-7%,13%,-7%,2%,
CCCC(=O)Nc1ccc(S(=O)(=O)N2CCOCC2)cc1,1.2%,-12%,-5%,2%,-1%,
COc1ccc(/C=C/C2=Nc3ccccc3NC(C)(C)C2)cc1OC,2.7%,-8%,-9%,-1%,3%,
NS(=O)(=O)c1ccc(N2C(=O)C(=O)/C(=C(/O)c3ccccc3)C2c2ccc(Cl)cc2)cc1 (stereo not given),i,35%,0%,3%,-2%,
CCc1nnc(NC(=O)CCS(=O)(=O)c2ccccc2)s1,4.1%,?,9%,9%,3%,
COc1ccc(N(C(=O)c2ccc(Cl)cc2)C2=CC3CCC(C2)N3C)cc1 (stereo not given),i,-2%,-14%,-16%,-2%,
COC(=O)Nc1ncc(CN2C(=O)c3ccccc3C2=O)s1,i,-9%,-7%,3%,0%,
COCCNC(=O)C(c1ccc(F)cc1)N(Cc1cccs1)C(=O)CCC(=O)Nc1ccccn1 (stereo not given),1.8%,2%,9%,0%,-12%,
Cc1csc(=O)n1CC(=O)Nc1nc2ccccc2s1,7.5%,13%,-14%,.,3%,
COc1ccccc1NC(=O)NCCN1CCCCC1,i,0%,0%,-3%,-2%,
NC[C@H]1O[C@H](O[C@H]2[C@H](O)[C@@H](O[C@H]3O[C@H](CO)[C@@H](O)[C@H](N)[C@H]3O)[C@H](N)C[C@@H]2N)[C@H](N)C[C@@H]1O,0.6%,-6%,5%,-8%,6%,
CC(C)CC(NS(=O)(=O)c1ccccc1)C(=O)O (stereo not given),i,-5%,-18%,-11%,-24%,
CCCNC(=O)C(Cc1ccccc1C)NC(=O)c1ccc(C(F)(F)F)cc1 (stereo not given),2.5%,12%,-16%,.,-3%,
SMILES,inhibitors of VEEV,tuberculosis growth,influenza NS1A,PhoP GFP inhibition,H37Rv inhibition,others
NC(=O)c1c(NC(=O)C2CC=CCC2C(=O)O)sc2c1CCCCC2 (stereo not given),2.5%,4%,0%,-9%,3%,
CCOc1ccccc1C(=O)N(Cc1ccccc1)Cc1cc2cc3c(cc2[nH]c1=O)OCCO3,i,6%,1%,-5%,-4%,
CCOC(=O)N1CCN(S(=O)(=O)c2ccc3c(c2)SC(C)C(=O)N3)CC1 (stereo not given),3.6%,10%,-5%,-1%,-2%,
CCCn1c(C)nc2c(c1=O)c1nc3ccccc3nc1n2-c1ccccc1,i,.,0%,.,.,
COc1ccc(C2OCC3(CO2)SC(N)=NC3=O)cc1 (stereo not given),0.8%,-1%,-1%,2%,5%,
COc1ccc(OC)c(NC(=S)N2CCN(C(=O)C3CCCO3)CC2)c1 (stereo not given),2.0%,-19%,-6%,-7%,1%,
